RSV CPE inhibition = RSV antiviral activity via CPE protection, HEp-2 cells, primary 10 µM value included (AID 2391) | HEp-2 cells, RSV-induced CPE inhibition; higher % means a stronger effect | CPE inhibition, % at 10 µM, or IC50 in µM where a hit was titrated | hit rate 0.13% among 310,000; in the data active = a potency from the dose series; inconclusive = CPE inhibition mostly from about 23% at the one dose, without a potency; inactive = the rest, 99 in 100 with CPE inhibition below about 21%; also: strong numbers were not always called active
Myeloid diff 2 = induction of myeloid progenitor differentiation, primary screen, cell-based, flow cytometry, MLPCN library | ER-HoxA9 myeloid progenitors, lysozyme-GFP differentiation | calls only at 10 µM | hit rate 1% among 360,000;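 active = normalized GFP-positive differentiation at or above the plate's own cutoff, the solvent-only control mean plus 3 SD; inconclusive = no clear call, values can overlap the other calls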;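 also: cells exposed to compound for four days before flow analysis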
Salmonella PhoP GFP = inhibitors of PhoP regulon expression, primary screen, Salmonella Typhimurium, GFP reporter (AID 1863); S. Typhimurium PhoP-regulated promoter GFP reporter, 4 h; higher % means a stronger effect; inhibition, % at 50 µM; hits with a dose series show IC50 in µM; hit rate 0.16% among 300,000;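 active = inhibition over 29.93%, a cutoff 3 SD above the screen mean, later confirmed by dose response; inconclusive = inhibition over 29.93% but no dose response follow-up; inactive = inhibition at most 29.93% or unconfirmed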;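 also: 0% = low Mg2+ inducing control and 100% = high Mg2+ repressing control; strong numbers were not always called active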
Myeloid diff 2 GFP+ MAC1+ % = recorded beside Myeloid diff 2, whose call it bears; GFP+ MAC1+ double positive, %; measured here: differentiation confirmed by MAC1 staining
* marks the source's active call; other numbers are inactive results; i = inactive; ? = inconclusive.

SMILES	RSV CPE inhibition	Myeloid diff 2	Myeloid diff 2 GFP+ MAC1+ %	Salmonella PhoP GFP
O=C(CCC(=O)c1cccs1)NCc1cccc(C(F)(F)F)c1	0.0%	i	0.6	3%
CN(CC(=O)Nc1ccccc1Cl)C(=O)COC(=O)c1nc(Cl)ccc1Cl	1.3%	i	1.1	-10%
Cc1ccn2c(=O)nc(SCC(=O)NCc3ccccc3Cl)nc2c1	1.8%	i	0.6	-2%
COCCCN(C(=O)CSCc1c(C)noc1C)c1c(N)n(Cc2ccccc2)c(=O)[nH]c1=O	-0.5%	i	0.4	0%
COc1cccc(COC(=O)CCNC(=O)c2ccc(Cl)cc2)c1OC	-0.3%	i	0.3	4%
CCCCCCCCCCCCC/C=C/[C@@H](O)[C@@H](N)CO	7.0%	i	9.6	-6%
CN(CC(=O)Nc1ccccc1Cl)C(=O)COC(=O)c1ccc(S(=O)(=O)C(F)F)cc1	-1.6%	i	0.5	-4%
COc1ccc(S(=O)(=O)N2CCCCCC2)cc1C(=O)Nc1ccc(C)cn1	-1.7%	i	0.8	-2%
N#Cc1c(C(F)(F)F)cc(-c2cccs2)nc1SC(C(=O)O)c1ccccc1 (stereo not given)	4.8%	i	0.6	4%
Nn1c(SCC(=O)N2CCCC2=O)nnc1-c1cccs1	-0.9%	i	1.1	-6%

Entries listed so far that have four or more nitrogen atoms, in the order listed:
SMILES	RSV CPE inhibition	Myeloid diff 2	Myeloid diff 2 GFP+ MAC1+ %	Salmonella PhoP GFP
Cc1ccn2c(=O)nc(SCC(=O)NCc3ccccc3Cl)nc2c1	1.8%	i	0.6	-2%
COCCCN(C(=O)CSCc1c(C)noc1C)c1c(N)n(Cc2ccccc2)c(=O)[nH]c1=O	-0.5%	i	0.4	0%
Nn1c(SCC(=O)N2CCCC2=O)nnc1-c1cccs1	-0.9%	i	1.1	-6%

The list continues.
SMILES	RSV CPE inhibition	Myeloid diff 2	Myeloid diff 2 GFP+ MAC1+ %	Salmonella PhoP GFP
COc1ccc(C[C@H](C)NC[C@@H](O)c2ccc(O)c(NC=O)c2)cc1	-1.7%	i	0.8	5%
COc1ccc(-n2nnnc2CNC(=O)C(=O)c2c(C)[nH]c3ccccc23)cc1	2.2%	i	0.4	-6%
COc1ccc(C(=O)N(Cc2ccccc2)c2cccc(C)c2)cc1S(=O)(=O)N1CCOCC1	2.2%	i	0.4	2%
OCC[C@H]1C[C@H](O)[C@@H](O)[C@@]2(OCc3ccccc32)O1	0.8%	i	0.6	0%
CC(=O)Nc1ccc(NC(=O)C(C)OC(=O)c2cc(S(=O)(=O)N3CCOCC3)ccc2Cl)cc1 (stereo not given)	-1.1%	i	1.0	3%
CCOc1ccc(NC(=O)CN(C)C(=O)c2cc([N+](=O)[O-])ccc2N2CCCCC2)cc1OCC	-0.9%	i	1.2	-3%
Cc1cc(NC(=O)COc2coc(CN3CCN(c4ccccc4F)CC3)cc2=O)no1	2.9%	i	0.4	6%
Cc1cccc(C(C)C)c1NC(=O)Cc1ccc(S(=O)(=O)N2CCOCC2)s1	-1.9%	i	0.9	-5%
COC(=O)CCC(=O)OC1(C)C(=O)C2=CN(c3ccc(OC)cc3)C(c3ccc(OC)cc3)=CC2=C(Br)C1=O (stereo not given)	1.2%	i	1.0	15%
CCOc1ccc(OCCC(=O)N(CC)CC(=O)Nc2ccccc2C(F)(F)F)cc1	1.5%	i	1.1	4%
O=C(COC(=O)CNC(=O)c1ccc(Cl)cc1Cl)NC1CCCCCCC1	-0.1%	i	0.6	-6%
Cc1ccc2nc(SCC(=O)NCc3ccc4c(c3)OCO4)nc(=O)n2c1	-1.7%	i	0.6	-1%
C#C[C@]1(O)CC[C@H]2[C@@H]3CCC4=CC(=O)CC[C@@H]4[C@H]3CC[C@@]21C	-2.9%	i	3.3	-6%
CC1CC(C)CN(C(=O)C2CCN(C(=O)Nc3ccccc3)CC2)C1 (stereo not given)	-1.6%	i	0.5	1%
Cc1cccc(C)c1NC(=O)CNC(=O)c1c(C)nn(-c2ccccc2)c1C	0.3%	i	0.6	-1%
O=C(COC(=O)Cc1c(F)cccc1Cl)NC1CCS(=O)(=O)C1 (stereo not given)	-2.2%	i	0.3	-7%
CC1CN(C(=O)CCNC(=O)c2ccc(Br)cc2)CC(C)O1 (stereo not given)	-1.9%	i	0.5	-3%
COc1ccc([N+](=O)[O-])cc1NC(=O)C(C)OC(=O)Cn1[nH]c(=O)c2ccccc2c1=O (stereo not given)	-1.6%	i	1.2	-7%
CC(NC(=O)CSC(=S)N1CCCC1)c1ccc(S(N)(=O)=O)cc1 (stereo not given)	-0.3%	i	0.7	17%
CSc1ccc(S(=O)(=O)NCC(=O)OCC(=O)N(C)C2CCCCC2)cc1[N+](=O)[O-]	0.2%	i	0.7	-6%
CCCCn1c(N)c(N(Cc2ccccc2OC)C(=O)COc2ccc(C)cc2)c(=O)[nH]c1=O	0.7%	i	0.2	-1%
COc1ccc(NS(=O)(=O)c2cccc(C(=O)NNC(=O)CNC(=O)c3ccccc3F)c2)cc1	-2.3%	i	0.9	-3%
CCCCN(C(=O)c1cc(-c2ccco2)nc2ccccc12)c1c(N)n(CCCC)c(=O)[nH]c1=O	-0.9%	i	1.3	7%
O=C1C=C(N2CCOCC2)CO1	1.6%	i	1.2	-5%
COc1ccc(C2=NN(C(=O)CSc3nc(=O)n4ccc(C)cc4n3)C(c3ccc(C)cc3)C2)cc1 (stereo not given)	17%	i	1.4	6%
CCN1CCN(c2ccc(S(=O)(=O)N3CCOCC3)cc2NC(=O)c2ccc(C)c(C)c2)CC1	-0.9%	i	0.3	1%
CCN(C(=O)COC(=O)/C(=C/c1ccccc1)n1nnnc1C)C1CCCCC1	0.4%	i	0.2	-7%
CC1CN(C(=O)COC(=O)c2cccc(NS(=O)(=O)c3ccccc3)c2)CC(C)O1 (stereo not given)	0.8%	i	0.8	-2%
Nn1c(SCC(=O)Nc2ccc(OC(F)F)cc2)nnc1-c1ccco1	0.2%	i	0.9	-3%
O=C(Nc1cc2c3c(c1)CC(=O)N3CCC2)c1ccco1	-1.4%	i	0.9	5%
CCCN(CC(=O)Nc1ccccc1OC)C(=O)CSc1nc(C)cc(C)n1	1.5%	i	0.6	-1%
Nn1c(COc2ccccc2F)nnc1SCC(=O)NC1CC1	-0.7%	i	0.8	-3%
CN(CC(=O)Nc1cccc(F)c1)C(=O)C1CC(=O)N(CCc2ccccc2)C1 (stereo not given)	0.9%	i	0.3	-2%
CCN(C(=O)CSc1nc2ccccc2o1)c1c(N)n(Cc2ccccc2)c(=O)[nH]c1=O	0.1%	i	0.8	-4%
O=C(NCCC1CCCCN1S(=O)(=O)c1ccccc1)C(=O)NCc1ccccc1F (stereo not given)	-0.7%	i	0.6	-4%
O=C(c1cccc(Cl)c1)N1CCN(c2ccc(N3CCOCC3)nn2)CC1	-2.3%	i	0.6	-1%
COc1ccccc1-c1nnc(SC(C)C(=O)N2CCOCC2)o1 (stereo not given)	-1.0%	i	0.5	-3%
CN1CCN(C(CNC(=O)C(=O)Nc2ccc3c(c2)OCO3)c2ccc(F)cc2)CC1 (stereo not given)	0.0%	i	0.6	-11%
CCCCn1c(N)c(N(CC(C)C)C(=O)c2ccc(S(=O)(=O)N3CCCCC3)cc2)c(=O)[nH]c1=O	-0.8%	i	0.4	-1%
Cc1ccc(C(=O)NCC(c2ccco2)N2CCc3ccccc32)cc1C (stereo not given)	?	i	1.5	5%
Cc1cc(C)c(S(=O)(=O)N2CCN(C(=O)c3ccc(-n4cncn4)c([N+](=O)[O-])c3)CC2)c(C)c1	7.4%	i	0.9	-3%
Cc1ccc(-n2c(SCC(=O)NC3CCS(=O)(=O)C3)nc3ccccc3c2=O)cc1C (stereo not given)	-2.0%	i	0.9	0%
CCN(CC)CCn1c2c(c(SCC(=O)Nc3ccc4c(c3)OCO4)nc1=O)CCC2	-2.3%	i	0.8	10%
Cc1csc(=O)n1CC(=O)OCC(=O)NCc1ccc(F)cc1	-0.4%	i	0.7	-3%
O=C(NCC(c1ccco1)N1CCN(c2ccc(F)cc2)CC1)c1ccc2c(c1)OCO2 (stereo not given)	-1.4%	i	1.3	0%
O=C1COc2ccc(C(=O)COc3ccc(Cl)cc3Br)cc2N1	10%	i	0.2	-4%
Cc1ccc(S(=O)(=O)Nc2cccc(C(=O)NCC(c3ccco3)N(C)C)c2)cc1F (stereo not given)	-0.1%	i	0.2	-2%
O=C1CCc2cc(S(=O)(=O)N3CCN(c4ccccc4)CC3)cc3c2N1CCC3	0.4%	i	0.9	4%
CC(C)Cn1c(N)c(C(=O)COC(=O)C2CC(=O)N(c3ccc4c(c3)OCCO4)C2)c(=O)n(C)c1=O (stereo not given)	1.4%	i	0.8	-4%
COCCn1ccc2c(OCC(=O)NCc3ccc(C)cc3)cccc2c1=O	-1.1%	i	0.3	-11%

(next part)
SMILES	RSV CPE inhibition	Myeloid diff 2	Myeloid diff 2 GFP+ MAC1+ %	Salmonella PhoP GFP
CCCCN(C(=O)CN1C(=O)C2CCCCC2C1=O)c1c(N)n(CCCC)c(=O)[nH]c1=O (stereo not given)	1.8%	i	0.4	-9%
O=C(CCN1C(=O)C2CCCCC2C1=O)Nc1ccc(OC(F)F)cc1 (stereo not given)	-0.5%	i	0.3	0%
CC1CC(C)CN(S(=O)(=O)CCNC(=O)c2ccc3c(c2)OCO3)C1 (stereo not given)	-0.6%	i	0.6	-5%
Cc1cccnc1NC(=O)c1ccc(S(=O)(=O)N2CCCCCC2)cc1	0.9%	i	0.6	-4%
Cc1noc(C)c1COc1ccc(C(=O)OCC(=O)Nc2ccc(C(=O)N(C)C)cc2)cc1	0.6%	i	0.6	3%
O=C(COC(=O)c1ccccn1)NCc1cccs1	-1.5%	i	0.6	1%
O=C(NCCS(=O)(=O)N1CCCCC1)c1ccc2c(c1)OCO2	-0.3%	i	0.5	2%
Cc1ccc(S(=O)(=O)CCC(=O)OCC(=O)NCCc2ccc(F)cc2)cc1	1.5%	i	0.4	6%
CCCCn1c(N)c(N(CCOC)C(=O)c2ccc(S(=O)(=O)N3CCC(C)CC3)cc2)c(=O)[nH]c1=O	-1.3%	i	0.9	0%
O=C(c1cccc(S(=O)(=O)N2CCN(c3ccccc3)CC2)c1)N1CCN(c2ccccc2O)CC1	2.6%	i	0.4	-7%
NC(=O)NO	-2.0%	i	2.8	-2%
COc1ccccc1CNC(=O)COC(=O)COc1ccccc1Cc1ccccc1	-1.1%	i	0.7	-9%
CCOc1ccc(S(=O)(=O)NCCC(=O)NCC(c2ccc(OC)cc2)N2CCCCC2)cc1 (stereo not given)	-0.6%	i	0.2	1%
CCN(CC)CCn1c2c(c(SCC(=O)Nc3nc(C)cs3)nc1=O)CCCC2	-2.4%	i	1.1	7%
CCOc1ccc(NC(=O)CN(C)C(=O)CCNC(=O)c2ccccc2Cl)cc1OCC	-1.7%	i	0.7	-8%
CCOC(=O)C1CCN(CCCSc2ccc(C)cc2)CC1	0.9%	i	1.7	-5%
C=CCSc1nnc2c(n1)-c1cccc3cccc-2c13	1.2%	i	1.4	-6%
Cc1ccc(S(=O)(=O)N2CCN(C(=O)COC(=O)CCOc3cc(C)ccc3C)CC2)cc1	0.5%	i	1.1	-13%
CC(C)CCn1c(SCC(=O)NC2CCS(=O)(=O)C2)nc2cc(Cl)ccc2c1=O (stereo not given)	-1.8%	i	0.9	3%
COc1ccc(C)cc1S(=O)(=O)Nc1cc2c3c(c1)CCN3C(=O)CC2	-0.9%	i	0.8	-3%

Whole records as entered above.
COc1ccc(C2=NN(C(=O)CSc3nc(=O)n4ccc(C)cc4n3)C(c3ccc(C)cc3)C2)cc1 (stereo not given) as listed: RSV CPE inhibition: 17%; Myeloid diff 2: i; Myeloid diff 2 GFP+ MAC1+ %: 1.4; Salmonella PhoP GFP: 6%
Cc1cccc(C(C)C)c1NC(=O)Cc1ccc(S(=O)(=O)N2CCOCC2)s1 as listed: RSV CPE inhibition: -1.9%; Myeloid diff 2: i; Myeloid diff 2 GFP+ MAC1+ %: 0.9; Salmonella PhoP GFP: -5%
CCCCN(C(=O)CN1C(=O)C2CCCCC2C1=O)c1c(N)n(CCCC)c(=O)[nH]c1=O (stereo not given) as listed: RSV CPE inhibition: 1.8%; Myeloid diff 2: i; Myeloid diff 2 GFP+ MAC1+ %: 0.4; Salmonella PhoP GFP: -9%

Next results.
SMILES	RSV CPE inhibition	Myeloid diff 2	Myeloid diff 2 GFP+ MAC1+ %	Salmonella PhoP GFP
O=C1Cc2cc(NS(=O)(=O)c3ccc([N+](=O)[O-])cc3)cc3c2N1CCC3	-2.0%	i	1.0	11%
O=C(CCNS(=O)(=O)c1ccccc1)OCc1nc2ccsc2c(=O)[nH]1	-1.5%	i	0.7	-9%
CCCCn1c(N)c(N(Cc2ccccc2OC)C(=O)c2ccc([N+](=O)[O-])s2)c(=O)[nH]c1=O	-0.8%	i	1.4	-3%
O=C(CSc1ncnc2c1cnn2-c1ccccc1)NC1CCCC1	3.4%	i	1.8	-2%
CCOC(=O)N1CCN(C(=O)CSC2=NS(=O)(=O)c3ccccc3N2)CC1	-1.4%	i	0.8	9%
CCN(CC(=O)Nc1c(F)cccc1F)C(=O)COc1cccc2c1OC(C)(C)C2	-1.9%	i	1.3	3%
CC(=O)Nc1cccc(NC(=O)CSc2nc(=O)n(Cc3ccncc3)c3c2CCC3)c1	0.1%	i	1.0	10%

Screening data from PubChem BioAssay.

An excerpt. The share of hits here may be higher or lower than overall.
